# TTR transcr act = TTR transcription activators in neuroblastoma reporter cells, primary screen, cell-based, luminescence, SH-SY5Y, TTR promoter Gaussia luciferase | 100% = recombinant luciferase protein wells | 92,000 compounds, 1.3% hits | activation, % at 16.7 µM;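 active = activation above the mean of all tested compounds plus 3 SD, cut at about 9.5% in these data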;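 also: cells exposed to compounds for one day before reading; 0% = median of all test compound wells on the plate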
# * marks the source's active call; other numbers are inactive results. Only part of the results is shown (hit frequency here may not be typical).
item	SMILES	TTR transcr act
1	CC(Oc1ccccc1)C(=O)N1CCc2ccccc2C1 (stereo not given)	-0.1
2	CCCn1c(/C=C/c2ccccc2)nc2ccccc21	3.4
3	Cc1cc(C(=O)NNC(=O)c2ccc(Cl)cc2)no1	-0.9
4	O=C(CN1C(=O)C2CC=CCC2C1=O)Nc1nc(-c2ccc(F)c(F)c2)cs1 (stereo not given)	1.4
5	CC(=O)N(Cc1cc(=O)[nH]c2ccccc12)c1cccc(C)c1	-2.2
6	CNC(=S)NCCc1ccccc1	2.9
7	CCn1nnnc1NC(=O)c1cccc(OC)c1	2.3
8	CN(C(=O)COC(=O)c1cc[n+]([O-])cc1)c1ccccc1	-1.6
9	CCCCN1C(=O)C(=O)N(CC(=O)Nc2ccc(OC(F)(F)F)cc2)C1=O	-0.5
10	COc1ccc(OC)c(/C=C2\S/C(=N/NC(=O)c3ccc4ccccc4c3)NC2=O)c1	-1.0
11	CCN(C(C)=O)c1nnc(CSc2nc3ccccc3s2)s1	0.3
12	Cc1ccc(C)c(OCCn2cc(/C=C(/C#N)C(=O)NCC3CCCO3)c3ccccc32)c1 (stereo not given)	2.7
13	O=C(COc1ccc(Br)cc1)Nc1ccccc1N1CCCC1	1.9
14	Cc1cc(C)n(Cc2ccc(NC(=O)c3ccc(COc4ccccc4Br)cc3)cc2)n1	-5.3
15	Cc1ccc(C(=O)Nc2ccc(F)cc2)o1	-0.8
16	COc1cc(/C=C/C(=O)OCC(=O)c2c(N)n(C)c(=O)n(C)c2=O)ccc1OCC#N	-2.3
17	O=C(Cc1ccc(F)cc1)N/N=C/c1ccccn1	0.7
18	CN(C)c1ccc(-c2noc(C3CCN(S(=O)(=O)c4ccc(C(=O)O)cc4)CC3)n2)cc1	1.9
19	CC1Cc2cc(S(=O)(=O)N3CCC(C(=O)N4CCCCC4)CC3)ccc2N1C(=O)C1CC1 (stereo not given)	-0.6
20	O=C(Nc1ccccn1)C1(c2cccs2)CCOCC1	0.7
21	Cc1ccc(NC(=O)CC2=NC(=O)C(CC(=O)Nc3ccccc3C)S2)cc1 (stereo not given)	1.1
22	COC(=O)C1CCN(S(=O)(=O)c2c[nH]c(=O)[nH]c2=O)CC1	0.4
23	O=S(=O)(Nc1ccc(NS(=O)(=O)c2ccccc2)c(Cl)c1)c1ccccc1	-0.2
24	C=CC(=O)Nc1ccc(N(C)c2ccnc(Nc3ccc(N4CCN(C)CC4)cc3)n2)cc1	2.4
25	O=C(Cn1c(=O)oc2cc(S(=O)(=O)N3CCCC3)ccc21)N1CCc2ccccc2C1	0.9
26	COc1cc(CN2CCC(C(=O)NC3CCCC3)CC2)ccc1O	-0.8
27	COc1ccc(N(CC(=O)Nc2c(C)n(C)n(-c3ccccc3)c2=O)S(=O)(=O)c2ccccc2)cc1OC	11.6*
28	COc1ccccc1CNC(=O)C1CCN(S(=O)(=O)N2CC(C)CC(C)C2)CC1 (stereo not given)	-0.8
29	O=C(Nc1cccc(S(=O)(=O)N2CCCCC2)c1)c1ccc(OCC2CCCO2)cc1 (stereo not given)	-2.0
30	CC(C)Oc1ccc(C(=O)Nc2ccccc2N2CCOCC2)cc1	-0.8
31	C[C@H](CO)N1C[C@H](C)[C@@H](CN(C)Cc2ccccc2)Oc2c(NC(=O)c3ccncc3)cccc2C1=O	1.3
32	CN1CCC(C)(C(=O)Nc2cccc3c2CCCC3)C1 (stereo not given)	-0.2
33	Cc1cccc(C(=O)Nc2nnc(SCC(=O)Nc3ccc4c(c3)oc3ccccc34)s2)c1	3.4
34	COC(=O)[C@]12C[C@H](CC(=O)NCc3cccs3)C(=O)N(Cc3ccc(Cl)cc3Cl)C1=C[C@H](C(C)C)O[C@@H]2C1CC1	0.4
35	N#CC1=C(N)Oc2c(ccc3cccnc23)C1c1ccncc1 (stereo not given)	0.1
36	Nc1[nH]c(C(=O)c2ccccc2)c(-c2cccc3ccccc23)c1C(=O)c1c(-c2ccccc2)[nH]c2ccccc12	-2.1
37	CC(=O)Nc1sc2c(c1-c1nc3ccccc3s1)CCN(C(C)C)CC2	2.7
38	Cc1nnc(SCC(=O)NC2CCCC2)s1	-2.0
39	CC1(C)Cc2c(c(N3CCOCC3)nc3snc(Br)c23)CO1	2.5
40	O=C(CCS(=O)(=O)c1ccccc1)NC12CC3CC(CC(C3)C1)C2	-1.3
41	Cc1ccc(S(=O)(=O)N2CCN(CCNC(=O)C(=O)NCc3ccccc3)CC2)cc1	0.5
42	CC(C)NC(=O)C1(C)CCN1C(=O)c1ccccc1Oc1ccccc1 (stereo not given)	-0.8
43	Cc1oc(C(N)=O)cc1COc1ccc(C(N)=O)cc1	-1.6
44	O=C(Cc1cccc2ccccc12)Nc1ccc(OC(F)F)c(Cl)c1	-0.3
45	COc1cc(CN(C(=O)c2ccco2)c2ccc(C)cc2)ccc1O	-1.2
46	COc1ccc(S(=O)(=O)N2CCOCC2)cc1NC(=O)Cc1coc2cc(C)c(C)cc12	-6.2
47	O=C1NN(c2cccc(Br)c2)C(=O)/C1=C/c1cccs1	1.2
48	COc1cc(SC)ccc1C(=O)NCCNC(=O)c1nonc1N	14.4*
49	O=c1[nH]c(=O)n(Cc2ccccc2)c2nc(-c3ccc(Oc4ccc(F)cc4)c([N+](=O)[O-])c3)n(CCO)c12	-2.7
50	Cc1cc(C)c2c(=O)n3c(nc2c1)C(CC(C)C)NC(=O)c1cccnc1-3 (stereo not given)	-0.1
51	O=[N+]([O-])c1ccccc1/C=C/C=N/n1c(-c2ccco2)n[nH]c1=S	-0.9
52	Cc1cc(NC(=O)CSc2cc(C)c3ccccc3n2)no1	0.9
53	COc1cc(CC(=O)NCC2COc3ccccc3O2)cc(OC)c1OC (stereo not given)	-2.1
54	O=c1oc2c(CN3CCOCC3)c(O)ccc2c2c1CCCC2	4.9
55	Cc1cc(Cl)c(OCCCNCc2ccccc2)c(Br)c1	2.3
56	CCN(Cc1cccs1)C(=O)CN1CCN(S(=O)(=O)c2ccc3c(c2)OCCCO3)CC1	0.6
57	COc1cccc(C2=NOC(C(=O)NCCN3CCOCC3)C2)c1 (stereo not given)	4.0
58	Cc1ccc(CN2C(=O)NC(Cc3c[nH]c4ccccc34)C2=O)cc1 (stereo not given)	-1.1
59	CC(C)(C)Nc1nc(NCc2cccnc2)nc(N2CCOCC2)n1	-0.3
60	CCN(CC)S(=O)(=O)c1ccc(C)c(C(=O)Oc2cccc(-c3cnc4ccccc4n3)c2)c1	-0.2

# An excerpt from above in order of molecular weight, high to low.
item	SMILES	TTR transcr act
39	CC1(C)Cc2c(c(N3CCOCC3)nc3snc(Br)c23)CO1	2.5
42	CC(C)NC(=O)C1(C)CCN1C(=O)c1ccccc1Oc1ccccc1 (stereo not given)	-0.8
58	Cc1ccc(CN2C(=O)NC(Cc3c[nH]c4ccccc34)C2=O)cc1 (stereo not given)	-1.1

# Later entries:
item	SMILES	TTR transcr act
61	CCOc1ccc(S(=O)(=O)NCCC(=O)N2CCN(C(C)=O)CC2)cc1	-1.7
62	Cc1cccc(-c2nnc(NC(=O)c3ccc(Cl)cc3)o2)c1	-0.6
63	O=C(N=C1c2ccccc2CN1c1ccc(F)c(Cl)c1)c1cccnc1Cl	2.0
64	COc1cccc(C(=O)NCC(=O)N2CCC3(CC2)NCCc2[nH]cnc23)c1OC	-0.9
65	COc1cc2c(NCCCCCO)ncnc2c(OC)c1OC	0.7
66	O=C(CN1C(=O)C(=O)N(C2CCCC2)C1=O)Nc1cc(Cl)ccc1[N+](=O)[O-]	1.3
67	O=C1NC(C(F)(F)F)(C(F)(F)F)N=C2SC=CN12	1.8
68	COc1cc(C(=O)NCCNc2nc3ccc(C)cc3cc2C#N)cc(OC)c1OC	0.7
69	COc1ccc(CCN(Cc2nc3ccccc3c(=O)[nH]2)C(=O)C2CC2)cc1	1.4
70	O=C(NC1CC1)c1cc2c(s1)-c1ccccc1OC2	-1.9
71	CCCC[n+]1ccn(-c2nc3ccccc3nc2[N-]S(=O)(=O)c2ccc(Cl)cc2)c1	2.3
72	CC(C)C(NC(=O)c1c(F)cccc1F)C(=O)NCc1ccc(S(=O)(=O)N2CCOCC2)cc1 (stereo not given)	-0.2
73	O=C(CCCCn1cnc2c(=S)nc[nH]c21)Nc1ccc(C(=O)O)c(O)c1	-0.8
74	O=C(NCc1ccccc1)c1ccc[n+]([O-])c1	1.8
75	CCNC(=O)C1(C)CCCN(C(=O)c2sccc2C)C1 (stereo not given)	0.6
76	Oc1[nH]c2ccc(Br)cc2c1N=Nc1ccc(C(F)(F)F)cn1	0.3
77	O=C(NNC(=O)c1nn(-c2ccc(F)cc2)ccc1=O)c1ccc(C(F)(F)F)cc1	0.6
78	CC(=O)N1CCc2cc(S(=O)(=O)NC3CCCc4ccccc43)ccc21 (stereo not given)	-3.9
79	Cc1ccc(S(=O)(=O)N2CCC(=O)N([C@H](COCc3ccc(Cl)c(Cl)c3)Cc3ccccc3)CC2)cc1	2.2
80	CCOC(=O)CN1C(=O)/C(=C/c2c(F)cccc2Cl)Oc2ccccc21	0.8
81	c1ccc2c(c1)CCCN2c1nc(N2CCOCC2)nc(N2CCOCC2)n1	2.9
82	O=C(OCC1CC(c2ccccc2Cl)=NO1)c1ccc(Br)cc1 (stereo not given)	0.8
83	O=C(O)/C=C/c1ccc(S(=O)(=O)N(CCO)CCO)cc1	-0.1
84	O=c1cc(CN2CCCCCC2)nc2sccn12	-1.2
85	O=C(NCc1ccccc1F)c1ccc2ccccc2n1	-1.1
86	COc1ccc(/C=C(/NC(=O)c2ccc(Br)cc2)C(=O)Nc2cccc(C(=O)O)c2)cc1	2.6
87	COc1cc(-c2nc3ccc(N4CCN(C)CC4)cc3[nH]2)cc(OC)c1OC	0.0
88	COc1cc2c(cc1OC)CN(C(=O)/C=C/c1cccs1)CC2	-0.3
89	S=c1[nH]cnc2scc(-c3ccccc3)c12	-0.3
90	COc1ccccc1OCCCC(=O)Nc1nccs1	0.5

# Some values from the list.
# TTR transcr act, compound 68 stands at 0.7
# TTR transcr act, compound 44 stands at -0.3
# TTR transcr act, compound 37 stands at 2.7
# TTR transcr act, compound 80 stands at 0.8
# TTR transcr act, compound 4 stands at 1.4

# More results follow.
item	SMILES	TTR transcr act
91	CC1=NN(C(C#N)c2ccc(F)cc2)C(C)(C)C1 (stereo not given)	1.9
92	CC1(c2nnnn2Cc2ccccc2)CCC(=O)N1Cc1cccs1 (stereo not given)	4.7
93	O=C(Nc1ccccc1C(=O)N/N=C/c1ccco1)c1ccccc1Cl	1.9
94	O=C(c1ccccc1)N1CCN(C(=O)c2ccccc2Br)CC1	1.0
95	CC1CCCC(NC(=O)COC(=O)CN2C(=O)C3CCCCC3C2=O)C1C (stereo not given)	2.0
96	CS(=O)(=O)c1ccc(Cl)c(NC(=O)Cc2c(Cl)cccc2Cl)c1	0.9
97	Cc1ccc2c(c1)C(=O)CC(O)(C(F)F)O2 (stereo not given)	-1.5
98	O=C(NCc1ccccc1Cl)c1ccncc1	8.2
99	O=C(Nc1ccc(Cl)cn1)c1ccccc1F	0.9
100	CC1(C)Cc2c(sc3c2c(=N)n(Cc2ccco2)c(=O)n3Cc2ccc(Cl)cc2)CO1	-0.6
101	CC(/C=C/c1ccc(N(C)C)cc1)=N\N=C1\NC(=O)CC(C(=O)Nc2ccccc2)S1 (stereo not given)	-2.3
102	Cc1ccc(NC(=S)NCc2ccccc2Cl)c(C)c1	0.7
103	N#CCCN(Cc1ccccc1)C(=O)Nc1ccccc1	-2.2
104	C=CCN1C2CCCC1CC(NC(=S)Nc1cccc(OC)c1)C2 (stereo not given)	0.4
105	C=CCOc1ccc(/C=C/C(=O)OCC(=O)N(C)CC(=O)Nc2ccc(F)cc2)cc1	-0.7
106	CC1=NN(c2ccccc2)C(=O)C1N=Nc1ccc(S(N)(=O)=O)cc1 (stereo not given)	-1.3
107	COc1ccc(N(C(=O)CNC(=O)c2cccs2)C(C(=O)NC2CCCC2)c2ccncc2)cc1 (stereo not given)	-1.5
108	C/C(=N\NC(=O)c1ccncc1)c1cc2ccccc2o1	2.2
109	CCc1nn2c(=O)cc(COc3ccc(/C=C4\C(=N)N5N=C(C)SC5=NC4=O)cc3)nc2s1	-1.4
110	COc1ccc(NC(=O)CSc2cccc3cccnc23)c(OC)c1	0.8
111	COc1cc(NC(=O)C2CCCCN2)ccc1OCC(C)C (stereo not given)	1.7
112	COc1ccc2c(ccc[n+]2CC(=O)c2ccccc2)c1	6.8
113	COC(=O)c1ccc(COc2ccc(/C=N/NC(=O)C(=O)Nc3ccc(OC)cc3)cc2OC)o1	0.4
114	O=C(O)c1ccc2c(=O)n3c(nc2c1)/C(=C/c1cccc(Cl)c1Cl)CC3	0.7
115	O=C(NCCN1CCOCC1)c1cc2cc(Br)ccc2oc1=O	5.3
116	O=C(C[n+]1ccccc1)N/N=C/c1ccc(Br)cc1	-0.4
117	Cc1cccc(C(=O)N2CCC(=O)N([C@H](COCc3ccc(Cl)cc3)Cc3ccccc3)CC2)c1	-0.9
118	O=C(O)/C=C/c1ccccc1[N+](=O)[O-]	-1.4
119	COc1nnc(-c2ccc(C)c(S(=O)(=O)NCCO)c2)c2ccccc12	5.1
120	C(=N\NCc1ccccc1)/c1ccc2nccnc2c1	-0.3
121	CCCC(=O)Nc1ccc2oc(=O)ccc2c1	1.1
122	CC(=O)N1CCOCCOCCN(C(C)=O)CCOCC1	0.2
123	OCCN(CCO)CC(O)COc1ccc(C23CC4CC(CC(C4)C2)C3)cc1 (stereo not given)	1.2
124	COc1cc(NC(=O)COC(=O)C=C(C)C)c(C)cc1[N+](=O)[O-]	-1.4
125	Cc1cccn2c(=O)c3cc(C#N)c(=O)n(Cc4cccnc4)c3nc12	0.6
126	O=[N+]([O-])c1cc(C(F)(F)F)ccc1N1CCN(CCO)CC1	2.3
127	Cc1cc(C)c2nc(SCC(=O)NCC3CCCO3)c(C#N)cc2c1 (stereo not given)	2.3
128	O=C(NCc1ccc(N2CCCC2=O)cc1)c1cn(Cc2ccccc2)nn1	-0.1

# Four entries from above in a different format.
[48] COc1cc(SC)ccc1C(=O)NCCNC(=O)c1nonc1N
  TTR transcr act: 14.4*

[49] O=c1[nH]c(=O)n(Cc2ccccc2)c2nc(-c3ccc(Oc4ccc(F)cc4)c([N+](=O)[O-])c3)n(CCO)c12
  TTR transcr act: -2.7

[50] Cc1cc(C)c2c(=O)n3c(nc2c1)C(CC(C)C)NC(=O)c1cccnc1-3 (stereo not given)
  TTR transcr act: -0.1

[51] O=[N+]([O-])c1ccccc1/C=C/C=N/n1c(-c2ccco2)n[nH]c1=S
  TTR transcr act: -0.9
